VLA-4 inh: inhibition in human VLA-4 binding assay, primary screen, VLA-4 allosteric modulator project, MLPCN library, flow cytometry, VLA-4 expressing cells; Integrin alpha-4 (Homo sapiens), P13612; ligand binding flow cytometry; inhibition, % (about 7 µM as worked out from the volumes in the protocol); hit rate 0.2% among 330,000; AID 2557, 2010; in the data active means inhibition above about 50%
GLD-1 RNA inh: GLD-1/TGE RNA complex disruptors, primary screen, biochemical, fluorescence polarization. Female germline-specific tumor suppressor gld-1 (Caenorhabditis elegans), Q17339. purified GLD-1 + fluorescein TGE RNA. inhibition, % at 5.96 µM. hit rate 0.44% among 320,000. AID 2280, 2010;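 active means percent inhibition above a per-plate cutoff, the plate mean of test compounds plus 3 SD, cut at about 30% in these data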;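 further: 0% = DMSO wells with GLD-1 and probe and 100% = wells lacking GLD-1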
Target sequence (Q17339 whole entry, looked up): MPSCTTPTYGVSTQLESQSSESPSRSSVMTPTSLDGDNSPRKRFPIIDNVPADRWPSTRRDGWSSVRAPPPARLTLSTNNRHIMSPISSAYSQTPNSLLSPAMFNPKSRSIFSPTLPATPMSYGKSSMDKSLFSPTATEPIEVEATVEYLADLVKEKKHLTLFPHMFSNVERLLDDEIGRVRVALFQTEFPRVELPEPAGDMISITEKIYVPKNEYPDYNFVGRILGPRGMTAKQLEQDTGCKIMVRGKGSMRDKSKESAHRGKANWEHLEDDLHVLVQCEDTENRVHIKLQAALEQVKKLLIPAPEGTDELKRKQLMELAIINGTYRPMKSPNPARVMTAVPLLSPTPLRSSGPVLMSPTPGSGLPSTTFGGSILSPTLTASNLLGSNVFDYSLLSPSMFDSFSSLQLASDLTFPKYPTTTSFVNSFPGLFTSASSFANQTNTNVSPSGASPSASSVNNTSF
MEX-5 binding: MEX-5 zinc finger RNA-binding disruptors – biochemical, C. elegans, fluorescence polarization, MLPCN library, primary screen; Zinc finger protein mex-5 (Caenorhabditis elegans), Q9XUB2; MEX-5/FITC-TCR2 RNA binding; active compounds read low; activity score (negative = inhibition of binding), % at 10 µM; hit rate 0.38% among 300,000;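 active means inhibition past about -25% in most replicates, and total fluorescence under double the plate's negative control median, limit read from the data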;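 further: 0% = DMSO and -100% = 5 µM competing unlabeled TCR2 RNA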
Target sequence (Q9XUB2 whole entry, looked up): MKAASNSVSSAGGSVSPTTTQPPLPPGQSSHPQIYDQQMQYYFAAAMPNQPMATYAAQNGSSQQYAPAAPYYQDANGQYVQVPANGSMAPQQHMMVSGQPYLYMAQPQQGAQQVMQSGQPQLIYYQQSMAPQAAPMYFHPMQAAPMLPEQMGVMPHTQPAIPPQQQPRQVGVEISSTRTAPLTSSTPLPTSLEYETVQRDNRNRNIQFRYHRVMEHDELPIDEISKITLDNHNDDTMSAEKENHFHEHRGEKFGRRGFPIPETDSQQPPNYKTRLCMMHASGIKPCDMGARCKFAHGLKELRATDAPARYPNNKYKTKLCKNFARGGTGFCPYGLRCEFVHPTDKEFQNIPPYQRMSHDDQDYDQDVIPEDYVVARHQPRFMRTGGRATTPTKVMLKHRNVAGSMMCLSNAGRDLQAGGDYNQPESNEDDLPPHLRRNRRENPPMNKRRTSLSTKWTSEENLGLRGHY
Bcl-xL primary: inhibitors of human Bcl-xL, primary screen, biochemical, fluorescence polarization, HTS; GST-Bcl-xL / FITC-Bim BH3 peptide fluorescence polarization; inhibition, % at 10.9 µM; Bcl-2-like protein 1 (Homo sapiens), Q07817; hit rate 0.7% among 320,000; AID 2129, 2009;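 active means inhibition above the mean of all tested compounds plus 3 SD, cutoff set per campaign, cut at about 30% in these data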;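 further: 0% = DMSO wells and 100% = unlabeled Bim-BH3 peptide competitor; inhibitors lower millipolarization by displacing the labeled peptide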
Yeast superoxide: reduction of superoxide in aged yeast, primary screen, HTS | S. cerevisiae aged cells, superoxide DHE fluorescence; active compounds read low | hit rate 0.18% among 330,000 | superoxide response (% of plate mean), % at 10 µM;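 active means superoxide response under a set limit, about three screen SD below normal, cut at about 65% in these data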;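 further: yeast aged for seven days with compound at 30 °C before DHE staining; 100% = average MFI of all compound-treated wells on the plate with controls excluded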
CIT2-GFP yeast: modulators of CIT2-GFP expression in yeast, primary screen, S. cerevisiae, GFP fusion, multiplex flow cytometry, MLPCN library; S. cerevisiae CIT2-GFP strain, 3 h; 100 means same as DMSO wells; GFP response vs DMSO, % at 10 µM; hit rate 0.065% among 320,000; AID 2029, 2009;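 active means GFP response relative to DMSO above a set limit, near the screen mean plus 3 SD, cut at about 150% in these data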;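 further: ratio of well median GFP fluorescence to mean of DMSO wells on the plate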
AGP1-GFP MLPCN: modulators of AGP1-GFP expression in yeast TOR pathway, primary screen, cell-based, multiplex flow cytometry, S. cerevisiae, MLPCN library; 3 h; GFP as percent of DMSO wells; GFP response vs DMSO, % at 10 µM; hit rate 0.02% among 320,000; AID 2066, 2009;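 active means GFP response relative to DMSO above a set limit, near screen average plus 3 SD, cut at about 150% in these data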;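 further: median GFP channel fluorescence of the gated AGP1 strain per well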
MCL1 BIM primary: inhibitors of MCL1 binding to BIM-BH3, primary screen, biochemical, fluorescence polarization; Induced myeloid leukemia cell differentiation protein Mcl-1 (Homo sapiens), Q07820; GST-MCL1 / FITC-Bim-BH3 fluorescence polarization; inhibition, % at 10.9 µM; hit rate 0.68% among 320,000; AID 2057, 2009;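 active means inhibition above the mean inhibition of all tested compounds plus 3 SD, set per campaign, cut at about 40% in these data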;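 further: 0% = DMSO wells and 100% = unlabeled Bim-BH3 peptide control; higher means more loss of mP so more displacement of Bim peptide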
GRK2 aptamer HTS: compounds blocking aptamer binding on GRK2 – biochemical, human GRK2, bead flow cytometry, HTS, primary screen. Beta-adrenergic receptor kinase 1 (Homo sapiens), P25098. FAM-aptamer displacement from GRK2. inhibition of aptamer binding, % at 10 µM. hit rate 0.59% among 330,000;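 active means inhibition of aptamer binding above 40%, roughly 3 SD of noise, on plates passing a quality check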;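 further: median bead fluorescence of bound FAM aptamer so fluorescent compounds give negative values; no value below 0 was filed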
Active calls of the source: *; nt = no result given; [ ] = dose if it differs, or a comment.

Structure,VLA-4 inh,GLD-1 RNA inh,MEX-5 binding,Bcl-xL primary,Yeast superoxide,CIT2-GFP yeast,AGP1-GFP MLPCN,MCL1 BIM primary,GRK2 aptamer HTS
CCNc1c([N+](=O)[O-])c(=O)n(CC)c2ccccc12,-7,2,-3.2,5,107,100,97,1,2
CC1(C)Cn2c(nc(=O)c3c2NCN(CCc2ccccc2)C3)S1,15,0,-0.1,5,106,106,96,1,2
N#Cc1c(NCCO)nc(NCc2ccccc2)c2c1CCN(Cc1ccccc1)C2,-15,36*,-0.2,46*,107,99,103,50*,1
Cn1c(NC(=O)CC2CCCCC2)cc(=O)n(C)c1=O,-7,0,0.9,2,105,99,103,7,0
COc1cc(C(=S)N2CCN(c3ccccc3Cl)CC2)cc(O)c1O,17,14,-2.5,25,94,94,93,58*,2
Cc1cnc(NC(=O)CSc2nnc(-c3cccs3)n2C)s1,19,-6,0.2,0,185,85,101,-4,2
CCCCc1nnc(NC(=O)C2=COCCO2)s1,-6,2,1.2,-1,113,103[may fluoresce green],100[may fluoresce green],-8,1
CC(C)N1CCN(Cc2cccn2-c2cccnc2)CC1CCO (centres undefined),-5,5,-0.4,4,90,107,104,2,0
CC(=O)Nc1ccc(S(=O)(=O)NNC(=O)c2cc3c4ccccc4n(C)c3s2)cc1,17,0,-0.8,15,96,94,97,2,3
COc1ccc(-c2oc(=O)c3cc(OC)c(OC)cc3c2C(F)(F)F)cc1,6,-5,nt,3,100,102,104,8,1
CCOc1ccc(S(=O)(=O)N/N=C(\C)c2ccc(Cl)c(Cl)c2Cl)cc1,0,7,1.1,-1,95,96,91,-1,0
Cc1ccc2c(c1C)OC(=O)CC2c1ccccc1 (centres undefined),10,1,0.4,-4,102,87,88,-1,1
Cc1cc(C)n2nc(C(=O)Nc3cccnc3)nc2n1,-7,10,-0.5,-6,94,100,nt,-7,0
COc1ccc(C)cc1NC(=O)NC1CCCc2ccccc21 (centres undefined),0,3,-2.2,4,107,97,100,-2,0
COCCNC(=O)CN(Cc1ccc(OC)cc1)C(=O)CCC(=O)Nc1nccs1,8,3,4.3,7,111,101,102,-1,1
Cc1ccc(C(=O)N2CCN(c3ccccc3)CC2)cc1C,9,9,-0.2,9,91,96,104,8,4
CCOCc1nnc(NC(=O)c2cc(OC)c(OC)cc2[N+](=O)[O-])s1,-7,-3,2.2,13,100,95,100,6,0
O=C(CSc1ncccn1)Nc1cccc(S(=O)(=O)N2CCOCC2)c1,-2,-2,nt,nt,105,102,98,nt,3
COc1ccc(C/C(C)=N/NS(=O)(=O)c2ccc(Br)cc2)cc1,8,-6,2.9,8,100,96,103,1,2
CCOC(=O)c1ccc(NC(=S)Nc2ccc(Br)cc2N)cc1,-4,7,-2.2,-9,90,85,85,-3,0

(listing goes on)
Structure,VLA-4 inh,GLD-1 RNA inh,MEX-5 binding,Bcl-xL primary,Yeast superoxide,CIT2-GFP yeast,AGP1-GFP MLPCN,MCL1 BIM primary,GRK2 aptamer HTS
CN(Cc1ccccc1)C(=O)c1ccc(NC2=NC3CS(=O)(=O)CC3S2)cc1 (centres undefined),-10,5,-1.7,2,98,96,102,5,0
COc1ccc(-c2cnnc(N/N=C/c3ccc(C)o3)n2)cc1,-4,-1,-0.9,4,114,96,98,11,1
COC(=O)c1cc(OC)c(OC)cc1NC(=O)c1csc(C)c1,2,3,0.6,6,100,106,108,5,5
COC(=O)CCSCC(=O)Nc1ccc(C)c(S(=O)(=O)N2CCCCC2)c1,-4,7,0.2,9,86,102,93,16,0
COc1ccc(Cl)cc1NC(=O)C1Cc2cc(S(=O)(=O)N3CCCC3)ccc2N1C(C)=O (centres undefined),1,-1,0.0,10,93,110,115,1,0
O=C(N/N=C/c1ccc(O)cc1)c1cc(C2CC2)[nH]n1,5,5,-1.5,2,107,106,98,3,0
CCOc1ccc(CCNC(=O)CSc2n[nH]c(N)n2)cc1OCC,-2,3,-2.7,4,99,nt,93,5,4
CCOC(=O)N1CCC(N2CCN(S(=O)(=O)c3ccc(C)cc3)CC2)CC1,-3,-2,-0.7,-4,83,86,94,-4,6
Cc1cccc(C)c1NC(=O)CSC(=S)N1CCCC1,18,-12,1.6,-2,102,101,103,-7,5
Cc1cc(C)c(C#N)c(=N)o1,1,12,-1.6,20,99,105,101,21,1
O=C(Cc1ccc([N+](=O)[O-])cc1)Nc1cccc(C(=O)N2CCCCC2)c1,15,5,nt,nt,92,81,88,nt,3
Cc1nn(CC(=O)Nc2c(F)c(F)cc(F)c2F)c(=O)c2cccn12,7,-1,0.5,-1,103,99,98,2,0
Cc1cccc(CN2CCCC(C(=O)N3CCc4ccccc4C3)C2)c1 (centres undefined),9,-7,1.6,4,109,93,93,6,3
CC1(C)OC(=CC=Nc2ccc(Cl)cc2)OC1(C)C,-6,6,nt,6,83,95,108,-3,0
CCN(CC(=O)Nc1c(F)cccc1F)C(=O)c1ccc(N2CCOCC2)c([N+](=O)[O-])c1,3,2,-1.7,7,94,101,110,5,1
COc1ccc(Oc2c(O)c3ccccc3n(C)c2=O)cc1,27,0,0.3,2,97,101,97,5,3
O=S(=O)(Nc1ccc(N2CCOCC2)cc1)c1cccs1,-3,-2,0.3,5,107,102,95,1,1
O=C(Nc1cc(Cl)ccc1Cl)C1CC(=O)N(c2ccc(Br)cc2)C1 (centres undefined),5,6,-0.3,6,106,96,107,7,0
O=C(NCCC1=CCCCC1)c1ccc(Cl)cc1,24,12,0.5,3,90,97,98,-3,0
O=C(COc1ccc(Cl)cc1Br)NC(=O)NCc1ccccc1,8,3,2.4,4,114,106,100,9,0

An excerpt from above, showing only Bcl-xL primary, VLA-4 inh and Yeast superoxide:
SMILES	Bcl-xL primary	VLA-4 inh	Yeast superoxide
O=C(COc1ccc(Cl)cc1Br)NC(=O)NCc1ccccc1	4	8	114
CCN(CC(=O)Nc1c(F)cccc1F)C(=O)c1ccc(N2CCOCC2)c([N+](=O)[O-])c1	7	3	94

Carrying on.
Structure,VLA-4 inh,GLD-1 RNA inh,MEX-5 binding,Bcl-xL primary,Yeast superoxide,CIT2-GFP yeast,AGP1-GFP MLPCN,MCL1 BIM primary,GRK2 aptamer HTS
N#CC(c1ccc(Cl)cc1)c1ncc(C(F)(F)F)cc1Cl (centres undefined),29,3,2.1,1,113,79,99,8,1
CCN1N=C(c2ccccc2)Cn2c1nc1ccccc12,26,1,1.7,8,101,81,92,8,3
C=CCC1(/C=N/O)CCOC(C)(C)C1 (centres undefined),7,5,nt,6,104,93,103,10,2
CCO[C@H]1OC(C(=O)O)=C[C@@H](c2csc3ccccc23)[C@@H]1CCCO,28,1,-0.3,4,109,90,95,0,0
O=C(COc1ccc(/C=C2/NC(=O)NC2=O)cc1)Nc1ccc(F)cc1,18,7,-0.5,1,101,104,98,-3,1
COc1ccc(-c2csc(NC(=O)CN3C(=O)CCC3=O)n2)cc1,33,10,3.3,3,94,100,108,2,7
COc1cc(C(C(=O)NC2CCCC2)N(C(=O)c2snc(C(N)=O)c2N)c2ccccc2)cc(OC)c1OC (centres undefined),9,5,-3.1,1,101,106,103,2,1
Cn1cc(CNC(=O)CC2C(=O)NCCN2CC(C)(C)C)cn1 (centres undefined),22,7,-3.7,20,107,104,95,10,0
CC(C)c1ccc(S(=O)(=O)N2CCN(C(C)C(=O)Nc3ccccc3-c3ccccc3)CC2)cc1 (centres undefined),-3,8,0.1,1,101,99,94,6,4
C=CCc1c(C)nc(SCc2ccccc2)[nH]c1=O,7,2,-4.8,10,108,95,92,18,5
NC(=O)c1ccsc1NC(=O)COC(=O)c1ccc(Cl)cc1,-1,-2,nt,3,117,99,108,2,0
COc1cc(C(C(=O)NC2CCCC2)N(C(=O)Cc2cccs2)C2CC2)cc(OC)c1OC (centres undefined),-2,-3,2.0,8,94,92,96,6,3
CCn1nc(C)cc1C(=O)N1CCCC(C(=O)c2cccc(OC)c2)C1 (centres undefined),7,5,1.1,9,97,99,101,-2,0
CS(=O)(=O)N(CC(=O)Nc1ccc2c(c1)OCCO2)c1ccc2c(c1)OCO2,6,3,-1.5,-3,92,97,109,-6,0
CCCCOc1ncnc2c1[nH]c1ccc(OC)cc12,-12,3,-2.6,-1,139,102,100,-5,0
Cc1c(C(=O)N2CCCCC2)oc2ccccc12,9,1,nt,nt,98,102,99,nt,1
COc1cccc(NC(=O)Nc2nnc(N3CCCCC3C)s2)c1 (centres undefined),-3,5,-1.2,2,102,95,99,0,14
CCCCCc1nnc(NC(=O)C2=COCCO2)s1,1,0,1.1,-1,101,97,101,-3,0
CCCC1(C(=O)OCC)NC(c2ccc(O)cc2)C2C(=O)N(c3cccc(C(C)=O)c3)C(=O)C21 (centres undefined),7,4,1.5,3,80,105,97,-6,2
c1ccc2c(c1)nc(N1CCOCC1)c1ccccc12,0,6,0.6,8,109,98,87,4,4

More compounds
Structure,VLA-4 inh,GLD-1 RNA inh,MEX-5 binding,Bcl-xL primary,Yeast superoxide,CIT2-GFP yeast,AGP1-GFP MLPCN,MCL1 BIM primary,GRK2 aptamer HTS
N#CC(C#N)=Cc1c(N2CCN(c3ccccc3)CC2)nc2ccccn2c1=O,-8,-3,-3.6,3,103,89,78,-2,1
CCCc1cc(=O)[nH]c(SCC(=O)N2CCCc3ccccc32)n1,5,-3,1.6,2,97,107,103,4,0
CCOC(=O)c1cnc(-n2nc(C)cc2C)nc1Nc1cccc(C(C)=O)c1,8,-4,0.5,1,88,87,88,2,0
O=c1c2c(nc3n1CCCCC3)-c1ccccc1CC21CCCC1,-2,6,0.0,0,79,104,100,0,1
CN1C(=O)S/C(=C/c2ccc(OCc3cccc(C(=O)O)c3)cc2)C1=O,-2,8,-1.9,9,105,97,96,-7,0
CCN(C[C@H]1N[C@@](Cc2ccccc2)(C(=O)OC)[C@H]2C(=O)N(Cc3ccccc3)C(=O)[C@@H]12)S(=O)(=O)c1ccc(C(C)(C)C)cc1,-15,2,nt,nt,99,99,101,nt,2
CCOc1cc(C(=O)NN=C2CCCC2)cc(OCC)c1OCC,11,10,2.8,6,92,101,94,11,0
Nn1c(SCC(=O)NCCCc2ccccc2)nnc1-c1cccnc1,5,-4,-1.4,-6,105,91,110,-6,0
CC(C)(C)c1ccc(C(=O)/C=C2\NC(=O)CS2)cc1,14,1,-0.3,0,106,81,87,-6,4
Cc1ccc(COc2ccc3c(c2)OCO3)cc1,5,0,0.8,3,91,94,96,1,0
S=C(NC1CCCC1)N1CCN(c2ccccn2)CC1,-3,2,0.1,6,117,110,105,12,2
CC1CCc2c(nc3nc[nH]n3c2=O)C1 (centres undefined),-1,0,-0.8,5,113,97,98,8,1
COc1ccccc1CN1CC(C(=O)N(C)CCCn2nc(C)cc2C)CCC1=O (centres undefined),8,2,0.5,0,89,nt,92,-5,27
COC(=O)c1cc(OC)c(OC)cc1NC(=O)c1cccc(OC)c1OC,4,2,0.8,5,97,99,105,-3,0

Screens: PubChem, several laboratories
